# FBW7 activator: human FBW7 E3 ligase activation, primary screen. Q969H0. AlphaScreen FBW7–phospho-cyclin E peptide binding, activator screen. normalized activity (activation), % at 26.1 µM. actives 0.13% (n = 650,000). AID 1259310; in the data active means normalized activity above about 1.9%;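 further: purified mutant Fbw7 with reduced substrate affinity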
# TEAD-YAP inh: TEAD-YAP interaction inhibition; HEK-TIYL cells, TEAD-Gal4/YAP UAS-luciferase luminescence; inhibition, % at 9.12 µM; actives 1.4% (n = 640,000); AID 1259422; in the data active means inhibition above about 32%;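 further: 0% = median of test compound wells and 100% = reference inhibitor wells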
# GPR151 ag: human GPR151 activation. Q8TDV0. PathHunter beta-arrestin GPR151 cells, luminescence. activation, % at 11.2 µM. actives 1% (n = 650,000). AID 1508602; in the data active means activation above about 4.9%;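 further: 0% = median of compound wells and 100% = cells with positive control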
# Target sequence (Q8TDV0 whole entry, looked up): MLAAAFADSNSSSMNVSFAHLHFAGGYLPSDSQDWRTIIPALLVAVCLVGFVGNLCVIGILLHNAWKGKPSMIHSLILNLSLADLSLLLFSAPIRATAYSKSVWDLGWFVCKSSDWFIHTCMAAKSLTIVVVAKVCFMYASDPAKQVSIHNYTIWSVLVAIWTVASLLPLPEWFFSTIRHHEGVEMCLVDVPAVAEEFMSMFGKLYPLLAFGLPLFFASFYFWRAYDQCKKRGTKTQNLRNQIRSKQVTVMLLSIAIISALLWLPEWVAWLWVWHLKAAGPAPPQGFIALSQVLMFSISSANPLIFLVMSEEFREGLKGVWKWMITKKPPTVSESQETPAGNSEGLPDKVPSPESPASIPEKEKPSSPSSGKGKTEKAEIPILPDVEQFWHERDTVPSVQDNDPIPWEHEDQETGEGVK
# MITF inh: human MITF inhibition, primary screen. actives 0.91% (n = 650,000). inhibition, % at 2.6 µM. AID 1259374. O75030. AlphaScreen MITF homodimerization, bead proximity signal; in the data active means inhibition above about 50%;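 further: 0% = vehicle wells with protein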
# Target sequence (O75030 whole entry, looked up): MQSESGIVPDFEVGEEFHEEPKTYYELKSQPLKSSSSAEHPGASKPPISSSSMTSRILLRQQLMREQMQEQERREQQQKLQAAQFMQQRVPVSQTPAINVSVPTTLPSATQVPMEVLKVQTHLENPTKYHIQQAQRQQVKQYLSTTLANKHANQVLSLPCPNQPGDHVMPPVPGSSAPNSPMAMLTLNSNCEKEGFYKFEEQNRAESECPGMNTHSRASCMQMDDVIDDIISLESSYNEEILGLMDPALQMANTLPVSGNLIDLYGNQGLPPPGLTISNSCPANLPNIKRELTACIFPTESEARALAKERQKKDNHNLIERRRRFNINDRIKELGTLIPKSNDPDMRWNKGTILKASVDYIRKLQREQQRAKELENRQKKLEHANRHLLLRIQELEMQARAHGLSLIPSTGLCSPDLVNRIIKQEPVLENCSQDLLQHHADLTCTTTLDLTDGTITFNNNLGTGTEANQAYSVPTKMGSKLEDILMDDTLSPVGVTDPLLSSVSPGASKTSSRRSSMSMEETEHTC
# * hit, by the source's call.
SMILES,FBW7 activator,TEAD-YAP inh,GPR151 ag,MITF inh
CCC1(C)CC(C(=O)c2ccc(C)cc2)CCO1 (stereo not drawn),-0.1,5,-0.9,5
CCC(=O)NCCNc1nc2ccc(C)cc2cc1C#N,0.2,0,-0.1,15
Cn1ncc(C#N)c1/N=C/N1CCCC1,0.1,-5,0.5,2
CCc1ccc(NC(=O)C(=O)NCCc2c[nH]c3ccccc23)cc1,0.1,-4,-0.2,8
Cn1cnnc1Sc1ccc(C(=O)OCC(=O)Nc2ccccc2)cc1[N+](=O)[O-],0.0,0,2.3,-7
COc1cccc(C2Oc3ccccc3C3=C2C(c2cccs2)n2ncnc2N3)c1 (stereo not drawn),0.0,4,0.8,-11
O=c1[nH]c2nonc2nc1Nc1ccc(Cl)cc1,0.0,-5,-0.4,-10
CC[C@H](C)[C@H](NC1CCN(c2nc(C)c3cc(OC)ccc3n2)CC1)C(=O)OC,0.0,-8,-0.9,-22
COc1ccc2oc(=O)c(-c3csc(Nc4ccc(F)cc4F)n3)cc2c1,0.1,2,-0.9,-2
O=C(c1cccnc1)N1CC[C@H]2[C@H](CCC(=O)N2CCCn2ccnc2)C1,-0.2,5,-0.2,-7
N#CC1=C(N)N(c2ccc(Br)cc2)C2=C(C(=O)CCC2)C1c1ccsc1 (stereo not drawn),0.3,-7,1.5,-5
CC1(C(=O)NCC2Cc3cccc(-c4ncccn4)c3O2)CC1 (stereo not drawn),-0.2,-1,4.5,-8
COc1ccccc1N=c1oc2c(OC)cccc2cc1C(N)=O,0.0,-3,0.1,-2
CCOC(=O)Nc1cccc(OS(=O)(=O)c2ccc3c(c2)OCCO3)c1,0.1,-19,0.1,-3
Cc1cc(C)c(C#N)c(SCC(=O)NCC2CCCCC2)n1,0.0,6,1.3,8
CC1=C(C(=O)NC(C)c2ccc3c(c2)OCCO3)C2(CCCCC2)OC1=O (stereo not drawn),0.4,-9,-0.2,31
COC(=O)C(C)N1C(=O)S/C(=C/c2ccc(Cl)c(Cl)c2)C1=O (stereo not drawn),0.0,-2,0.8,-11
O=C(CN(CCc1ccccc1)C(=O)Cn1nnc2ccccc21)NC1CCCCC1,0.0,12,0.7,-23
CCCCOc1ccc(C(=O)NC)cc1,0.0,-18,0.7,3
COc1cc(C(=O)n2cnc3ccccc32)c([N+](=O)[O-])cc1OC,-0.1,2,1.3,7
OC(COc1ccc2c(c1)OCO2)CN1CCOCC1 (stereo not drawn),0.1,20,0.6,3
COc1ccc(C)cc1NC(=O)CN(Cc1ccc(Br)cc1)S(=O)(=O)c1ccccc1,-0.1,4,-1.6,-8
O=C(NCCC1=CCCCC1)c1ccc2c(=O)n(CCc3ccccc3)c(SCc3cccc([N+](=O)[O-])c3)nc2c1,0.2,2,1.1,14
O=C(O)COc1ccccc1/C=N/NC(=S)NC1CCCCC1,0.7,1,0.7,7
CC(=O)Nc1sc2c(c1C(=O)Nc1ccccc1Cl)CCC(C(C)(C)C)C2 (stereo not drawn),0.3,2,1.3,2
Cn1ccnc1C1(O)CC2CCC(C1)N2C(=O)c1ccccc1F (stereo not drawn),0.0,-11,-0.7,-13
CC(C)CC(=O)Nc1cccc(-c2nc3ccccc3[nH]2)c1,0.0,-20,-0.8,-8
CCN(CC)C(=O)C1CCCN(c2nc(NCCN(C(C)C)C(C)C)c3ncn(CCN4CCCC4=O)c3n2)C1 (stereo not drawn),0.1,-4,-2.0,12
O=C1CN(c2ccccc2)C(=O)C1C(=O)NCc1ccco1 (stereo not drawn),0.0,-28,-0.7,-5
COc1ccc(/C=C/C(=O)NCCC23CC4CC(CC(C4)C2)C3)cc1,0.0,-11,0.5,16
O=C(NNC(=O)c1cc2ccccc2oc1=O)c1cccc(Br)c1,0.1,-11,-2.1,2
O=C1OC(c2ccc(Br)cc2)=N/C1=C\c1cccc([N+](=O)[O-])c1,0.0,-7,-0.5,7
O=C(NC(Nc1cccc(C(F)(F)F)c1)C(=O)c1ccccc1)c1ccc(Cl)cc1 (stereo not drawn),0.0,11,1.7,13
CCOc1cc(/C=C2\SC(=NCc3ccccc3)N(Cc3ccccc3)C2=O)ccc1O,0.1,5,0.8,6
Cc1ccc2c(c1)C1(SCC(=O)N1c1ccc(F)cc1)C(=O)N2CC(=O)NCc1ccccc1 (stereo not drawn),0.0,-4,-1.0,34
COc1cc2nc(N3CCN(Cc4ccc5c(c4)OCO5)CC3)nc(Nc3ccc(N4CCOCC4)cc3)c2cc1OC,0.2,-8,-0.6,8
COc1ccc(C)cc1NC(=O)CN(C)S(=O)(=O)c1cccc2cccnc12,-0.2,4,0.9,-5
CC(C)[C@H](NC(=O)OCc1ccccc1)C(=O)OCC(=O)NC1CCCCC1,0.1,1,-1.2,-10
Cc1cc(OCc2nc(-c3cccnc3)no2)ccc1Br,0.6,-24,-1.4,20
O=c1c2cccnc2n(Cc2ccccc2F)c(=O)n1Cc1ccco1,0.0,-21,-1.5,5
COCCNC(=O)C(=O)N/N=C(\C)CC(=O)Nc1ccc(C(N)=O)cc1,-0.1,1,0.2,17
Cc1sc2ncn(CC(=O)NCC3CCCO3)c(=O)c2c1C (stereo not drawn),-0.1,9,-0.6,14
CSc1nnc(C)c(=O)n1COC(=O)c1ccc(Cl)c([N+](=O)[O-])c1,-0.1,-2,-2.2,-5
COC(=O)CNCc1ccc(Cl)c(Cl)c1,0.2,8,0.4,46
O=C(COC(=O)c1cc[n+]([O-])cc1)Nc1cccc(F)c1,0.1,11,-1.0,2
CCOC(=O)/C=C1/Sc2ccccc2N(Cc2ccc(F)cc2)C1=O,-0.1,-2,0.1,-1
CCOC(=O)c1cc(NS(=O)(=O)c2ccc(F)c(F)c2F)cc(C(=O)OCC)c1,0.1,3,-1.1,13
COCCn1c(SCC(=O)Nc2nnc(C)s2)nnc1-c1cccs1,0.0,-3,1.0,8
CC(C)C1=C/C(=N/S(=O)(=O)c2ccccc2)C=CC1=O,0.0,8,-1.0,7
CN(C)C(=O)c1ccc2c3c(cccc13)CC2,0.6,6,-1.2,19
O=C(Nc1ccc(Cl)c(Cl)c1)c1cc(S(=O)(=O)NCc2ccccc2)ccc1F,0.1,7,2.3,8
CN1C2=C(C(=O)CC(C)(C)C2)C(c2cccc(OCc3ccc(F)cc3)c2)C2=C1CC(C)(C)CC2=O,0.2,14,-1.3,-9
CC1CCc2c(sc(NC(=O)c3noc4c3CCCCC4)c2C(N)=O)C1 (stereo not drawn),0.0,-2,0.1,-10
Cc1ccc(NC(=O)c2cc(S(=O)(=O)N3CCN(c4cc(C)ccc4C)CC3)ccc2F)cc1,0.8,0,-0.7,16
Cc1cccc(NC(=O)CS(=O)(=O)c2cn(C)c3ccccc23)c1,0.0,-4,-0.6,5
COc1cc(/C=C2\N=C(c3cccs3)OC2=O)cc(I)c1OC,0.0,3,0.7,8
COCCNC(=O)CSc1nnc(C)n1Cc1ccccc1,0.2,12,0.2,5
COc1ccc(CNC(=O)Cn2ccccc2=O)cc1,0.1,-19,-2.2,12
COc1ccc(C2(CNC(=O)C(c3ccccc3)c3ccccc3)CCCC2)cc1OC,0.0,2,0.5,4
O=[N+]([O-])c1cnc(NS(=O)(=O)c2ccccc2[N+](=O)[O-])s1,-0.5,3,0.1,-15

# New compounds follow.
SMILES,FBW7 activator,TEAD-YAP inh,GPR151 ag,MITF inh
Cc1ccc2nc(NC(=O)c3ccccc3)sc2c1,0.1,32,-7.2,5
CCOc1ccc(-c2nc3cc(NC(=S)NC(=O)c4cc5ccccc5o4)ccc3o2)cc1,0.0,-3,-0.1,-3
Cc1c(C(=O)N2CCCc3ccccc32)sc2ncn(CC(=O)N3CCOCC3)c(=O)c12,0.0,4,2.2,1
COc1ccc(C(=O)OCC(=O)c2ccc(C)cc2)cc1,0.1,3,-1.4,-1
O=[N+]([O-])c1ccccc1-n1nc2c3nonc3ccc2[n+]1[O-],0.1,0,-0.2,16
O=C(CN1CC(=O)Oc2ccccc21)Nc1cccc(S(=O)(=O)N2CCOCC2)c1,-0.2,-1,-0.5,2
COc1cccc(-c2nc(-c3cccc([N+](=O)[O-])c3)no2)c1,0.1,-13,-1.6,18
Cc1cc(/C=C2\C(=O)NC(=O)N(c3ccc(F)cc3)C2=O)c(C)n1-c1ccc2c(c1)OCO2,0.0,4,0.2,23
Cc1ccc(NC(=O)CN(C)S(=O)(=O)c2cc3c(cc2Cl)NC(=O)CO3)c(C)c1,0.1,-9,-0.7,-11
COc1ccc(S(=O)(=O)N(C)CC(=O)NCc2ccncc2)cc1Cl,-0.2,-4,-1.5,-6
Cn1c(Nc2cc(Nc3ccccc3)nc(N)n2)nc2ccccc21,-0.1,-12,1.5,-1
O=[N+]([O-])c1cc(S(=O)(=O)N2CCCCCC2)ccc1NCc1ccccc1,0.1,-4,1.3,25

# An excerpt from above in order of length of the SMILES, low to high.
SMILES,FBW7 activator,TEAD-YAP inh,GPR151 ag,MITF inh
Cn1ncc(C#N)c1/N=C/N1CCCC1,0.1,-5,0.5,2
O=C1CN(c2ccccc2)C(=O)C1C(=O)NCc1ccco1 (stereo not drawn),0.0,-28,-0.7,-5
CC(C)CC(=O)Nc1cccc(-c2nc3ccccc3[nH]2)c1,0.0,-20,-0.8,-8
O=C(NNC(=O)c1cc2ccccc2oc1=O)c1cccc(Br)c1,0.1,-11,-2.1,2
O=C(COC(=O)c1cc[n+]([O-])cc1)Nc1cccc(F)c1,0.1,11,-1.0,2
CCOC(=O)/C=C1/Sc2ccccc2N(Cc2ccc(F)cc2)C1=O,-0.1,-2,0.1,-1
CCOC(=O)Nc1cccc(OS(=O)(=O)c2ccc3c(c2)OCCO3)c1,0.1,-19,0.1,-3
COC(=O)C(C)N1C(=O)S/C(=C/c2ccc(Cl)c(Cl)c2)C1=O (stereo not drawn),0.0,-2,0.8,-11
CC(=O)Nc1sc2c(c1C(=O)Nc1ccccc1Cl)CCC(C(C)(C)C)C2 (stereo not drawn),0.3,2,1.3,2
CC(C)[C@H](NC(=O)OCc1ccccc1)C(=O)OCC(=O)NC1CCCCC1,0.1,1,-1.2,-10
CSc1nnc(C)c(=O)n1COC(=O)c1ccc(Cl)c([N+](=O)[O-])c1,-0.1,-2,-2.2,-5
O=C(c1cccnc1)N1CC[C@H]2[C@H](CCC(=O)N2CCCn2ccnc2)C1,-0.2,5,-0.2,-7
O=C(Nc1ccc(Cl)c(Cl)c1)c1cc(S(=O)(=O)NCc2ccccc2)ccc1F,0.1,7,2.3,8
COc1ccc(C)cc1NC(=O)CN(Cc1ccc(Br)cc1)S(=O)(=O)c1ccccc1,-0.1,4,-1.6,-8
Cc1ccc(NC(=O)c2cc(S(=O)(=O)N3CCN(c4cc(C)ccc4C)CC3)ccc2F)cc1,0.8,0,-0.7,16
COc1cc2nc(N3CCN(Cc4ccc5c(c4)OCO5)CC3)nc(Nc3ccc(N4CCOCC4)cc3)c2cc1OC,0.2,-8,-0.6,8

# (next part)
SMILES,FBW7 activator,TEAD-YAP inh,GPR151 ag,MITF inh
CCSCCOC(=O)C1=C(C)NC(=O)NC1c1ccccc1OC (stereo not drawn),-0.1,-6,0.4,-5
CCN1CCN(CCCN2C(=O)C3C(C(=O)Nc4cc(Cl)cc(Cl)c4)C4C=CC3(O4)C2C(=O)NC2CCCC(C)C2C)CC1 (stereo not drawn),0.0,-8,-0.7,-9
CCCc1nc2sc3c(N(CC)CC)ncnc3c2c2c1COC(C)(C)C2,0.0,-3,1.4,-4
COC(=O)c1ccccc1NC(=S)NC(=O)c1ccc2c(c1)OCO2,-0.1,-6,-1.3,7
CSc1cccc(CN2CCN(CCC(C)C)C(CCO)C2)c1 (stereo not drawn),0.3,-1,-0.9,-1
COc1ccc(Cl)cc1NC(=O)c1cc(C(C)C)on1,0.0,-1,0.7,7
CCOc1cc(C2NC(C(=O)O)CS2)ccc1OCc1ccccc1 (stereo not drawn),-0.1,3,2.4,-11
COc1cc(=O)n2c(c1C(=O)N1CCc3ccccc3C1)CCN(Cc1cccs1)CC2,-0.1,0,0.8,10
CN(C)CCCNC(=O)c1ccc2nc(-c3ccccc3)c(-c3ccccc3)nc2c1,-0.1,-10,-0.7,-1
Cc1cccc(N2C(=O)NC(=O)/C(=C\c3ccc(O)c(I)c3)C2=O)c1,0.0,6,-0.2,-3
COc1ccc(CC2(NC(=O)c3ccccc3)N=C3C=C(C)C=CN3C2=O)cc1OC (stereo not drawn),0.9,1,-1.4,9
COc1ccc(CNC(=O)c2ccc3c(c2)NC(=O)C(CS(=O)(=O)Cc2ccccc2Cl)N3)cc1 (stereo not drawn),1.5,1,-1.3,10
CCSCCOC(=O)C1=C(C)NC2=C(C(=O)CCC2)C1c1ccc(O)c(OC)c1 (stereo not drawn),0.1,6,0.1,6
CCOC(=O)N1CCN(S(=O)(=O)c2ccc(C(=O)Nc3nc(-c4ccccc4)c(C)s3)cc2)CC1,-0.1,-2,-0.9,9
Cc1ccnc(NC(=O)Cc2c(F)cccc2Cl)c1,-0.1,-1,0.2,-2
NC(=O)c1ccccc1N=Cc1cccc(O)c1,-0.1,-2,-0.1,13
CC(C)n1cnc2c(Nc3ccc(N4CCOCC4)cc3)nc(Nc3ccccn3)nc21,-0.2,33*,0.8,-2
CN1CCN(C(=O)c2ccc(-c3nc(NCCO)c4ncn(CCN5CCCC5=O)c4n3)cc2)CC1,0.2,-4,-1.7,9
Cc1ccc(Cl)cc1N1CCN(CC(=O)Nc2ccc(F)cc2)CC1,0.0,0,-0.8,-5

# Some of the entries above in another layout:
# The line under a structure holds: FBW7 activator | TEAD-YAP inh | GPR151 ag | MITF inh
Cc1ccnc(NC(=O)Cc2c(F)cccc2Cl)c1
 : -0.1 | -1 | 0.2 | -2
NC(=O)c1ccccc1N=Cc1cccc(O)c1
 : -0.1 | -2 | -0.1 | 13

# High-throughput results as filed in PubChem.
